M4 antag – antagonists of human muscarinic M4 receptor (CHRM4); actives 0.73% (n = 360,000); CHO-hM4 cells, ACh EC80, Fluo-8 calcium fluorescence; P08173; AID 624125; inhibition, % at 3 µM;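 active means inhibition above its plate's cutoff, the mean inhibition of sample wells plus 3 SD, cut at about 27% in these data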;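 further: 0% = acetylcholine EC80 with DMSO and 100% = DMSO without agonist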
M5 ag – CHRM5 agonism in calcium assay | CHO-K1 hM5 cells, Fluo-8 calcium fluorescence; 0% DMSO wells, 100% maximal acetylcholine response | activation, % at 3 µM | actives 0.19% (n = 360,000) | AID 624037;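 active means activation above the run's mean over test compounds plus 3 SD, cut at about 23% in these data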;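 further: signal is peak over basal fluorescence ratio across the kinetic read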
Target sequence (P08912 whole entry, looked up): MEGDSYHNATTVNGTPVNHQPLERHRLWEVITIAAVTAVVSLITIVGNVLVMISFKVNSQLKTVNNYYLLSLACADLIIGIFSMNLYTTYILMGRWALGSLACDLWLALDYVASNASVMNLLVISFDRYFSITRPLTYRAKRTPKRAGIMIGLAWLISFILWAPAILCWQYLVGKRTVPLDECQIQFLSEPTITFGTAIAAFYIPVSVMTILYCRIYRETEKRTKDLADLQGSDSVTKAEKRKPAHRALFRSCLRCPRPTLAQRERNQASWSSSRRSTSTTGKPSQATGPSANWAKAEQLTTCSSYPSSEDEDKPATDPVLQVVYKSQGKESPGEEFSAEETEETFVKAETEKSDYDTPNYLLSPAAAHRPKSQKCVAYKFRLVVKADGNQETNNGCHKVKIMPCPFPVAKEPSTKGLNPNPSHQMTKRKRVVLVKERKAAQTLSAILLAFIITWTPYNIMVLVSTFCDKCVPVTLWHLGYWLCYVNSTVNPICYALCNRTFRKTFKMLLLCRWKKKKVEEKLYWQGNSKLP
TAAR1 agonist – agonists of human TAAR1 | activation, % at 3 µM | CHO RD-HGA16 TAAR1, Fluo-8 calcium fluorescence; vehicle wells 0%, saturating PEA agonist 100% | actives 0.99% (n = 360,000) | Q96RJ0;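 active means activation above the mean activation of all test compounds in the run plus 3 SD, cut at about 38% in these data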
Target sequence (Q96RJ0 whole entry, looked up): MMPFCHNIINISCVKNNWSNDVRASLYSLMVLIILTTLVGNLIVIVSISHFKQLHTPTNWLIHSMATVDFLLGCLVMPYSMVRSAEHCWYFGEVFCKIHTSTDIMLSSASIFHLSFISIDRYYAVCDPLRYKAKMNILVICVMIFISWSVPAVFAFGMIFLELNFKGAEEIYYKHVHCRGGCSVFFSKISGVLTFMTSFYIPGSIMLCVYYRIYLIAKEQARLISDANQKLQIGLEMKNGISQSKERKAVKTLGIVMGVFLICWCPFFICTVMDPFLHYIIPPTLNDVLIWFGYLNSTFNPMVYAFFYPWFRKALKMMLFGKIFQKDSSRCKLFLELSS
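Assay system: CHO-derived RD-HGA16 cells with stable Gα16 and human TAAR1; timing: 17-24 h seeding, 75 min 37 °C dye, 30 min RT; read-out: % activation from peak over basal fluorescence ratio, DMSO-to-PEA scaled; measured by: kinetic Fluo-8 calcium fluorescence; benchmarks: low control DMSO, high control PEA (EC100); doses: 3 µM single concentration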
CHRM1 PAM – potentiates human M1 receptor response to acetylcholine. P11229. CHO-K1 hM1, Fluo-8 calcium fluorescence, ACh EC20; 0% = ACh EC20, 100% = maximal ACh. activation, % at 3 µM. actives 0.088% (n = 360,000). AID 588819; in the data active means activation above about 19%, passing the limit was not always enough
M1 ag – human M1 muscarinic receptor agonism; activation, % at 3 µM; AID 588814; actives 0.33% (n = 360,000); CHO-K1 hM1, Fluo-8 calcium fluorescence, agonist mode; 0% DMSO, 100% acetylcholine EC100; P11229;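 active means activation above the run's mean compound activation plus 3 SD, cut at about 16% in these data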;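 further: peak over basal fluorescence ratio within a 140 s kinetic read after compound addition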
CHRM1 antagonist – human CHRM1 antagonism. P11229. CHO-K1 hM1, Fluo-8 calcium fluorescence, ACh EC80 antagonist. inhibition, % at 3 µM. actives 1.3% (n = 360,000). AID 588852;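 active means percent inhibition above its own plate's cutoff, namely the mean of that plate's compound wells plus 3 SD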;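 further: peak over basal fluorescence ratio during 140 s after agonist addition; 0% = ACh EC80 plus DMSO and 100% = DMSO alone without agonist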
CHRM4 agonist – agonists of human muscarinic M4 receptor (CHRM4) | P08173 | activation, % at 3 µM | actives 0.14% (n = 360,000) | AID 624127 | CHO-K1 hM4/Gqi5, Fluo-8 calcium fluorescence; vehicle 0%, full acetylcholine response 100%;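 active means activation above the run mean over all test wells plus 3 SD, cut at about 32% in these data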;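 further: peak over basal fluorescence ratio per well then scaled between controls; 0% = DMSO wells and 100% = acetylcholine at EC100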
CHRM5 PAM – CHRM5 positive allosteric modulation; P08912; CHO-K1 hM5, Fluo-8 calcium, ACh EC20 PAM; 0% = ACh EC20, 100% = ACh EC100; activation, % at 3 µM; actives 0.3% (n = 360,000);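 active means activation above the run cutoff, the mean activation of all test compounds plus 3 SD, cut at about 18% in these data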
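Probe or stimulus: acetylcholine, EC20 level; Assay system: human M5 receptor in CHO-K1 cells; Schedule: compound preincubation 140 s before EC20 acetylcholine addition; Technique: intracellular calcium via Fluo-8 fluorescence; Dosing: single-point, 3 µM nominal; Read-out basis: percent activation from peak-over-basal fluorescence ratio, scaled EC20-to-EC100 acetylcholine; Repeats: one well per compound, no replicates.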
CHRM5 antagonist – blocks acetylcholine activation of human M5 receptor | inhibition, % at 3 µM | actives 0.59% (n = 360,000) | P08912 | AID 624040 | CHO-hM5 cells, Fluo-8 calcium fluorescence, ACh EC80;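 active means inhibition above a per-plate cutoff, the mean of that plate's test compounds plus 3 SD, cut at about 27% in these data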;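 further: 0% = acetylcholine EC80 with DMSO and 100% = DMSO without agonist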
An asterisk follows results filed as active.

SMILES | M4 antag | M5 ag | TAAR1 agonist | CHRM1 PAM | M1 ag | CHRM1 antagonist | CHRM4 agonist | CHRM5 PAM | CHRM5 antagonist
COC(=O)[C@]1(Cc2ccccc2)N[C@H](CN(C)S(=O)(=O)c2ccc(-c3ccccc3)cc2)[C@@H]2C(=O)N(C)C(=O)[C@@H]21 | -12 | -1 | 4 | 1 | -5 | -3 | 8 | -2 | 2
Cn1cc(CN2CCC(C(=O)Nc3cccc(-c4cccc(F)c4)c3)CC2)cn1 | -3 | -5 | 6 | 5 | -5 | -10 | 4 | 4 | -4
COC(=O)CCC(=O)Nc1nccs1 | -4 | 0 | 0 | 9 | -1 | 2 | 1 | 1 | 5
O=C(Cn1cc(C(=O)c2ccco2)c2ccccc21)NCc1ccco1 | 11 | -7 | 2 | 7 | -2 | -5 | 1 | 0 | 7
O=C(COC(=O)Cc1ccc(F)cc1)NC1CCCCCC1 | 8 | -3 | 2 | 2 | -2 | -6 | 0 | 6 | -6
Cc1sc(NC(=O)C2CC(=O)N(Cc3ccco3)C2)nc1-c1ccccc1 (stereo unspecified) | -10 | -1 | 3 | 10 | -1 | -14 | 4 | -5 | 2
Cc1ccc(N(C(C)C(=O)Nc2ccc(S(=O)(=O)N3CCOCC3)cc2)S(C)(=O)=O)cc1 (stereo unspecified) | -7 | 0 | 10 | 9 | 5 | -43 | 1 | 0 | -14
NS(=O)(=O)c1cccc(NC(=O)COC(=O)c2ccc(S(=O)(=O)N3CCOCC3)cc2)c1 | -14 | -1 | -1 | 5 | -4 | -10 | 0 | 4 | -2
OCC[C@H]1C[C@H](O)[C@@H](O)[C@@]2(CCc3ccccc3O2)O1 | -1 | 1 | 8 | 5 | -3 | -9 | 1 | 2 | 8
COc1ccccc1NC(=O)NCC1(N(C)C)CCCCC1 | -4 | -4 | 0 | 1 | -7 | 6 | 1 | 1 | 10
CCc1ccc(-c2nc(CSCC(=O)NCCCN3CCCC3=O)c(C)o2)cc1 | -11 | -2 | -2 | 8 | -5 | 0 | 0 | 1 | -9
COc1ccccc1NC(=O)c1ccc(NC(=O)CN2CCCCC2)cc1 | -8 | -7 | 2 | 0 | -7 | -6 | 2 | 2 | 19
O=[N+]([O-])c1cccc(-c2n[nH]c(=S)n2Cc2ccccc2)c1 | -4 | -4 | -2 | 9 | -9 | -8 | 1 | 0 | -2
CN(Cc1nc2ccccc2[nH]1)C(=O)C1CCC(=O)N(C2CCCC2)C1 (stereo unspecified) | -2 | -3 | 0 | 5 | -2 | -8 | 0 | 5 | -5
COc1ccc(S(=O)(=O)N2CCCC2C(=O)NCc2cccs2)cc1 (stereo unspecified) | 11 | -4 | 2 | 5 | -3 | -5 | 1 | 2 | 6
CCOC(=O)C(=O)NNc1ccc(Cl)cc1 | 8 | -2 | 5 | 7 | -6 | -3 | 0 | -2 | 2
Cc1occc1-c1nnc(SCC(=O)N2CC(=O)Nc3ccccc32)n1CC(C)C | 2 | -5 | 12 | 8 | -4 | -27 | 1 | 2 | 8
COc1cc(SC)ccc1C(=O)Nc1c(C)cccc1C | -10 | -5 | -3 | 6 | -5 | 4 | 3 | -1 | 3
NC(N)=NCCCc1cn(CC(=O)N2CCNCC2)nn1 | 10 | 2 | 12 | 13 | -2 | -6 | 2 | -1 | 11
N/C(=N\OC(=O)Oc1ccccc1)c1ccc(Br)cc1 | -19 | 2 | 9 | 7 | 0 | -38 | 1 | 6 | -3
COc1ccc(-c2cc(C(=O)N3CCCC(C(F)(F)F)C3)c3ccccc3n2)cc1OC (stereo unspecified) | 5 | 0 | 14 | 0 | -4 | 10 | 20 | -24 | 8
O=C(CN1CCN(S(=O)(=O)c2ccc(F)cc2)CC1)Nc1ccc(Cl)cn1 | 3 | -1 | 3 | 9 | -3 | -20 | 1 | -1 | 8
S=C1NCN(Cc2ccco2)CN1Cc1ccco1 | -3 | -5 | 0 | 3 | -3 | -5 | 17 | -10 | 3
O=C(NCc1ccccc1)C1=C[C@@H](c2ccc(Br)cc2)C[C@@H](OCCCCO)O1 | 1 | 1 | 4 | 6 | -2 | -7 | 2 | -5 | 14
C=CC(=O)NCc1ccc(-c2csnn2)cc1 | -4 | 0 | 0 | 6 | -4 | -6 | 1 | 10 | -4
O=C(N/N=C/c1ccc2c(c1)OCO2)c1cc(-c2ccc(F)cc2)nc2ccccc12 | -12 | 1 | 2 | 5 | -3 | 1 | -1 | -1 | -2
Cc1ccc(C(O)c2ncc(-c3ccccc3Cl)[nH]2)c(C)c1 (stereo unspecified) | 1 | 3 | 5 | 8 | 1 | -10 | 2 | -5 | -2
O=C1c2ccccc2/C(=C\c2ccc(Br)s2)N1c1ccccc1 | -2 | -1 | 6 | -1 | -4 | 8 | 3 | 0 | 4
Cc1ccc(NC(=O)CN(C)C(=O)c2ccc(Br)o2)cc1 | -5 | -1 | 2 | 9 | -1 | -1 | 4 | -2 | 10
O=C1c2cccc3cccc(c23)C(=O)N1CCN1CCN(CC(O)COCc2ccc(Cl)cc2)CC1 (stereo unspecified) | -3 | -7 | 19 | -13 | -7 | 6 | 12 | -13 | 5
CN1C(=O)c2ccccc2C(C(=O)O)C1c1cccc(Cl)c1 (stereo unspecified) | 5 | 2 | 0 | -5 | 0 | 2 | 1 | -1 | -2
CC(NC(=O)OCc1ccccc1)C(=O)NCC1CCCO1 (stereo unspecified) | -2 | -1 | 10 | 8 | -6 | -11 | 0 | -2 | -1
O=[N+]([O-])c1ccc(NCCNS(=O)(=O)c2ccccc2)cc1 | 0 | -1 | 4 | 11 | -8 | -10 | 4 | -1 | 2
COc1cc(OC)c(C(=O)N(CCc2ccccc2)Cc2ccccc2)cc1OC | 2 | 1 | 2 | 12 | 6 | -10 | 6 | 1 | 0
Cc1ccccc1-c1cc2nc(NCCN3CCNC3=O)n(C)c(=O)c2s1 | -4 | 0 | 3 | 2 | -3 | -9 | 2 | -3 | 2
COc1ccc(Cl)cc1C(=O)n1nc(C)cc1C | 5 | -4 | 4 | 9 | -1 | -10 | -1 | 3 | -3
c1ccc2c(-c3ccc(OCCN4CCCCC4)cc3)c(-c3ccsc3)sc2c1 | 15 | -2 | 47* | 9 | -3 | -8 | 3 | 3 | 9
COc1cc2cc(CN(Cc3ccc4c(c3)OCO4)C(=O)c3ccco3)c(=O)[nH]c2cc1OC | 13 | 2 | 1 | 7 | -1 | -4 | 1 | 3 | -1
COc1ccc([C@@H]2CC(=O)[C@@H]3CN(S(=O)(=O)c4ccc(C)cc4)[C@H](c4cccc(Cl)c4)C[C@@H]3N2S(=O)(=O)c2ccccc2)cc1 | -14 | 8 | 3 | 6 | 1 | -7 | 3 | -3 | -6
Cc1cc(C)n2nc(C(=O)Nc3ccc(N4CCOCC4)cc3)nc2n1 | 0 | -8 | 12 | 5 | -4 | 2 | 1 | -12 | 1

Gathered by group, the entries above with an aryl thioether with sulfur outside any ring
SMILES | M4 antag | M5 ag | TAAR1 agonist | CHRM1 PAM | M1 ag | CHRM1 antagonist | CHRM4 agonist | CHRM5 PAM | CHRM5 antagonist
Cc1occc1-c1nnc(SCC(=O)N2CC(=O)Nc3ccccc32)n1CC(C)C | 2 | -5 | 12 | 8 | -4 | -27 | 1 | 2 | 8
COc1cc(SC)ccc1C(=O)Nc1c(C)cccc1C | -10 | -5 | -3 | 6 | -5 | 4 | 3 | -1 | 3

Single records (already shown). Order of screens: M4 antag	M5 ag	TAAR1 agonist	CHRM1 PAM	M1 ag	CHRM1 antagonist	CHRM4 agonist	CHRM5 PAM	CHRM5 antagonist
Profile of `C=CC(=O)NCc1ccc(-c2csnn2)cc1` : -4	0	0	6	-4	-6	1	10	-4
Profile of `COc1ccc([C@@H]2CC(=O)[C@@H]3CN(S(=O)(=O)c4ccc(C)cc4)[C@H](c4cccc(Cl)c4)C[C@@H]3N2S(=O)(=O)c2ccccc2)cc1` : -14	8	3	6	1	-7	3	-3	-6

Following part.
SMILES | M4 antag | M5 ag | TAAR1 agonist | CHRM1 PAM | M1 ag | CHRM1 antagonist | CHRM4 agonist | CHRM5 PAM | CHRM5 antagonist
C=CC[C@@H](CC(=O)N(CCO)Cc1ccccc1)C(=O)N[C@@H](COC(=O)[C@@H](CC=C)CC(=O)OC(C)(C)C)Cc1c[nH]c2ccccc12 | 15 | 2 | 14 | 6 | 1 | 6 | 8 | -21 | 20
Cc1ccc(NC(=O)C(c2ccc(Cl)cc2Cl)N2CCCC2)cc1 (stereo unspecified) | -13 | -3 | 9 | 0 | -6 | -12 | -1 | -6 | 6
O=C(Cc1c(F)cccc1Cl)NNC(=O)c1cccs1 | -6 | 1 | 4 | 2 | -2 | -2 | 0 | -1 | 10
CNC(=O)N1c2ccccc2NC(=O)CC1C (stereo unspecified) | 2 | -1 | 0 | 6 | -5 | -5 | 1 | -5 | 5
CC(C)c1[nH]nc2c1C(c1cccs1)C(C#N)=C(N)O2 (stereo unspecified) | 9 | -1 | 6 | 2 | -4 | -6 | 1 | 4 | -4
COc1cc([N+](=O)[O-])ccc1NC(=O)Cn1ccsc1=N | 5 | -11 | 3 | 0 | -8 | -5 | 2 | 2 | 7
CCOC(=O)c1c(C)[nH]c(C(=O)COC(=O)CCC2CCCC2)c1C | 4 | 0 | 11 | 12 | 12 | -10 | 1 | -1 | 10
O=C(COC(=O)c1cc([N+](=O)[O-])ccc1Cl)NCCc1ccccc1 | 8 | 1 | 14 | 0 | -4 | -1 | 1 | -1 | -3
CCCNC(=O)C1CCN(S(=O)(=O)c2cccc3nonc23)CC1 | 13 | -1 | 5 | 11 | -3 | -1 | 0 | 5 | 4
O=C(OCCN(C1=NS(=O)(=O)c2ccccc21)c1ccccc1Cl)c1ccc(Cl)cc1 | 12 | -2 | 4 | -6 | -5 | 8 | 0 | -4 | 5

Exported with values under each structure: entries from further up.
Order of values – M4 antag | M5 ag | TAAR1 agonist | CHRM1 PAM | M1 ag | CHRM1 antagonist | CHRM4 agonist | CHRM5 PAM | CHRM5 antagonist
COC(=O)[C@]1(Cc2ccccc2)N[C@H](CN(C)S(=O)(=O)c2ccc(-c3ccccc3)cc2)[C@@H]2C(=O)N(C)C(=O)[C@@H]21
  -12 | -1 | 4 | 1 | -5 | -3 | 8 | -2 | 2
C=CC(=O)NCc1ccc(-c2csnn2)cc1
  -4 | 0 | 0 | 6 | -4 | -6 | 1 | 10 | -4
NC(N)=NCCCc1cn(CC(=O)N2CCNCC2)nn1
  10 | 2 | 12 | 13 | -2 | -6 | 2 | -1 | 11
O=C(OCCN(C1=NS(=O)(=O)c2ccccc21)c1ccccc1Cl)c1ccc(Cl)cc1
  12 | -2 | 4 | -6 | -5 | 8 | 0 | -4 | 5

High-throughput results: PubChem, The Scripps Research Institute Molecular Screening Center

An excerpt, so the mix of outcomes need not match the whole.
